TDP1 cell CPT = growth inhibition of DT40 Tdp1-/-;hTDP1 cells with camptothecin (screen for TDP1 inhibitors); AID 686979; chicken DT40 Tdp1-/-;hTDP1 cells + 20 nM CPT, ATP luminescence, 48 h; Potency, µM (doses to about 46.2 µM), for the others: top-dose activity change, negative = growth inhibition, usual class: inhibitors; actives 12% (n = 420,000); further: nearly all actives have a fitted effect of over 55% in size
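Chicken DT40 Tdp1-/- cells complemented with human TDP1, 400 cells/well, exposed to compounds plus 20 nM camptothecin for at least 48 h at 37 C; viability read as ATP content by CellTiter-Glo luminescence.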
GCN5L2 inh = inhibitors of human GCN5L2 histone acetyltransferase. AID 504327. actives 0.21% (n = 390,000). Q92830. GCN5L2 HAT assay, ThioGlo1 CoA-SH fluorescence. Potency, µM (top dose mostly 58.9 µM), for inactives: at the highest dose activity change, negative = inhibition, most hits filed as inhibitors
Target sequence (Q92830 whole entry, looked up): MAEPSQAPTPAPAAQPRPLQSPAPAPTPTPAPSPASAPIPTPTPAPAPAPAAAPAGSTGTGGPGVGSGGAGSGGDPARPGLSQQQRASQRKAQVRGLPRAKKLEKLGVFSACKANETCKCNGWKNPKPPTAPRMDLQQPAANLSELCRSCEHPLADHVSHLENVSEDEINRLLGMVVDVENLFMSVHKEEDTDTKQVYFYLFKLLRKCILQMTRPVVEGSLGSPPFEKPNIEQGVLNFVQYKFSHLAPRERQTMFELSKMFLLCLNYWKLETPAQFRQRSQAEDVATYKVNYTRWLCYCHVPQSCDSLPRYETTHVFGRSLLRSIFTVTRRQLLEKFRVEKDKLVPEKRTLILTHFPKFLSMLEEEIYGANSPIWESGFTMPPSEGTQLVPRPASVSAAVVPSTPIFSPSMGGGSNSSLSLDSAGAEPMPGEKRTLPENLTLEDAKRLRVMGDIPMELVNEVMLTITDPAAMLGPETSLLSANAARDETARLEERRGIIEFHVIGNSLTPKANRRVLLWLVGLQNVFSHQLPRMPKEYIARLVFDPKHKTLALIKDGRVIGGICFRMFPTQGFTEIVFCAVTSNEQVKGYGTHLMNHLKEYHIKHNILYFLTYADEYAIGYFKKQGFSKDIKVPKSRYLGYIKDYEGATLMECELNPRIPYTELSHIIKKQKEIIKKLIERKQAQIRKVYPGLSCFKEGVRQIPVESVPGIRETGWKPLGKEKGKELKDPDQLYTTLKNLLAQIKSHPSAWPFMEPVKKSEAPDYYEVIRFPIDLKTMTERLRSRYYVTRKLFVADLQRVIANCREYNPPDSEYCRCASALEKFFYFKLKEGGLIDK
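Titration-based screen in which CoA formation is detected via maleimide probe ThioGlo1 (50uM) turning fluorescent on thiol reaction; substrates H3(1-25) 75uM and acetyl-CoA 70uM, GCN5L2 20nM, 20 min incubation at room temperature.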
DT40 TDP1 no CPT = qHTS for Inhibitors of human tyrosyl-DNA phosphodiesterase 1 (TDP1): qHTS in cells in absence of CPT; DT40 Tdp1-/- hTDP1 cells, no CPT, ATP luminescence, 48 h; Potency, µM (top dose mostly 46.2 µM), inactives show at the highest dose activity change, negative = growth inhibition, hits mostly inhibitors; actives 15% (n = 420,000); AID 686978, 2013; further: nearly all actives have a fitted effect of over 55% in size
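Compound effects on proliferation are scored in DT40 Tdp1-/-;hTDP1 cells in the absence of CPT. ATP levels (CellTiter-Glo luminescence) are recorded after a ≥48 hr, 37 °C incubation.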
The depositor's hits bear a star; ? = inconclusive; / = not tested or not shown; [ ] = remark or other dose. The call rests on the fitted dose curve; in most records, active means well fitted curve in the direction sought with a large enough effect; inconclusive means small, poorly fitted or top-dose-only effect, or another doubt; inactive means no such curve, though single readings can be large; an effect the other way counts as inactive or inconclusive. On the % scale 0 is the no-effect control and ±100 the full control effect; potency means the concentration at half of the fitted maximal effect. Only part of the results is shown; the hit share may differ from the screen's.

Preview, 6 compounds:
SMILES | TDP1 cell CPT | GCN5L2 inh | DT40 TDP1 no CPT
O=C(C1CCC(CNc2c(N3CCCCC3)c(=O)c2=O)CC1)N1CCCC1 (centres undefined) | 3% | -17% | 4%
CCc1nc2ccc(C(=O)NCCCN3CCCC3=O)cn2c1N(C)C(=O)C1CCCCC1 | ? | / | -22%
COc1ccc(N(CC(=O)N2CCOCC2)S(C)(=O)=O)cc1 | 6% | -12% | 5%
CCN(CC)C(=O)c1sc2c(c1C)c(=O)n(-c1ccc(Cl)c(Cl)c1)c(=O)n2Cc1cc(=O)n2c(C)cccc2n1 | -18% | -6% | -14%
CC(C)(C)OC(=O)NCCc1onc(-c2cccc([N+](=O)[O-])c2)c1C(=O)O | 2% | / | -14%
CC(=O)OCc1c(C(F)(F)F)nn(C)c1Sc1ccccc1 | -7% | -10% | -3%

The listing, repeating the preview:
SMILES | TDP1 cell CPT | GCN5L2 inh | DT40 TDP1 no CPT
O=C(C1CCC(CNc2c(N3CCCCC3)c(=O)c2=O)CC1)N1CCCC1 (centres undefined) | 3% | -17% | 4%
CCc1nc2ccc(C(=O)NCCCN3CCCC3=O)cn2c1N(C)C(=O)C1CCCCC1 | ? | / | -22%
COc1ccc(N(CC(=O)N2CCOCC2)S(C)(=O)=O)cc1 | 6% | -12% | 5%
CCN(CC)C(=O)c1sc2c(c1C)c(=O)n(-c1ccc(Cl)c(Cl)c1)c(=O)n2Cc1cc(=O)n2c(C)cccc2n1 | -18% | -6% | -14%
CC(C)(C)OC(=O)NCCc1onc(-c2cccc([N+](=O)[O-])c2)c1C(=O)O | 2% | / | -14%
CC(=O)OCc1c(C(F)(F)F)nn(C)c1Sc1ccccc1 | -7% | -10% | -3%
CCC(CC)C(=O)Nc1c2c(nn1-c1ccc(OC)cc1)CS(=O)(=O)C2 | -3% | 4% | 12%
Cc1ccc(CSC2=Nc3sccc3C3=NC(=O)CN23)cc1 | ? | ? | -5%
COc1ccc(C(=O)OCC(=O)c2cc(OC)ccc2OC)c(OC)c1 | ? | -9% | ?
C=C(C)COc1ccc(-c2n[nH]c(C)c2-c2ccccc2OC)c(O)c1 | ? | -8% | ?
CCOC(=O)N1CCC(Nc2c(NCCN3CCN(c4cccc(Cl)c4)CC3)c(=O)c2=O)CC1 | -3% | -4% | -11%
COc1ccc([N+](=O)[O-])cc1/C=N/NC(=O)Cc1ccccc1 | -19% | 3% | -8%
Cc1c(NC(=O)c2c(F)cccc2F)c(=O)n(-c2ccccc2)n1C | -3% | -2% | -17%
O=C(O)c1cc(O)ccc1NC(=O)C1CCCO1 (centres undefined) | 9% | 4% | 8%
Cc1cc(C)cc(NC(=O)COC(=O)COc2ccc(N(C)S(=O)(=O)c3cccs3)cc2)c1 | 6% | -4% | -2%
COc1ccccc1CN(Cc1nc2ccccc2c(=O)[nH]1)C(=O)Nc1ccc(C)cc1 | ? | 3% | ?
O=c1c(O)c(-c2ccc(O)c(O)c2)oc2cc(O)ccc12 | 23µM* | / | 6.7µM*
Cc1ccc(S(=O)(=O)N(C)C)cc1NC(=O)COC(=O)/C=C/c1cccs1 | -19% | -15% | -18%
Cc1cccc(C(=O)OCc2cc(=O)n3ccsc3n2)c1 | 1% | -3% | 5%
COc1ccccc1N1CCN(S(=O)(=O)CCNC(=O)C23CC4CC(CC(C4)C2)C3)CC1 | ? | 5% | ?
CS/C(=N\S(=O)(=O)c1cccs1)NC(=O)CSc1nc2ccccc2s1 | ? | ? | ?
CCN(CC)C(=O)c1ccc2nc([C@H]3C[C@H](O)[C@@H](CO)O3)[nH]c2c1 | -9% | / | -7%
Cc1ccc(C2=NN3C(=O)c4ccccc4C3C2)cc1 (centres undefined) | -30% | 0% | ?
COc1ccc(C2N(C(=O)C(F)(F)F)C(C)CN2S(=O)(=O)c2ccc(C)cc2)cc1 (centres undefined) | -2% | -13% | -8%
CCOC(=O)c1c(C)[nH]c(C)c1C(=O)CSc1nc(N)cc(=O)[nH]1 | -2% | -11% | -21%

More compounds follow.
SMILES | TDP1 cell CPT | GCN5L2 inh | DT40 TDP1 no CPT
Cc1cc(C)cc(N)c1 | -11% | -1% | -2%
O=C(c1cc2sccc2n1Cc1ccccc1)N1CCCc2ccccc21 | ? | -1% | ?
O=C1COc2ccc(C(=O)COC(=O)CNC(=O)C3CCCCC3)cc2N1 | 0% | -6% | -5%
CN1C(=O)C2(OCC(COc3ccc(Cl)cc3)O2)c2ccccc21 (centres undefined) | ? | -2% | ?
O=S(=O)(NCc1ccco1)N1CCCCCC1 | 5% | -4% | -2%
O=C(CCC(=O)c1ccc(Cl)cc1)OCn1nnc2ccccc2c1=O | -17% | -1% | 2%
COc1ccc(S(=O)(=O)Nc2ccc(N3CCOCC3)cc2)cc1Br | ? | -5% | ?
CCCC(=O)Nc1ccc(Cc2ccc(NC(=O)CCC)c(C(=O)O)c2)cc1C(=O)O | -2% | -1% | 1%
CN1CCC(=NNC(=O)CN(c2ccccc2)S(=O)(=O)c2ccccc2)CC1 | 28% | -7% | 0%
CC1Cc2cc(S(=O)(=O)CCC(=O)Nc3ccc(OC(F)(F)F)cc3)ccc2N1C(=O)C1CC1 (centres undefined) | 7.3µM* | -7% | 5.8µM*
CCn1nc(C)cc1C(=O)NC1CC(C)(C)Cc2c1cnn2-c1cccc(F)c1 (centres undefined) | 21µM* | 5% | 16µM*
O=C(O)c1ccc[nH]c1=S | 4% | -4% | -20%
Cc1[nH]c2ccccc2c1C(c1ccccn1)N1CCCC1 (centres undefined) | ? | -2% | 16µM*
O=C(O)c1cc2ccc3cccc4ccc(c1)c2c34 | -8% | -3% | -14%
CCc1ccccc1NC(=O)CSc1nc2c(oc3ccccc32)c(=O)n1-c1ccccc1 | 23µM* | -2% | 18µM*
Cc1cccc(N2CCN(CCNC(=O)c3cc4c(s3)CS(=O)(=O)C4)CC2)c1C | ? | 3% | ?
O=C(COC(=O)c1ccco1)NC1CCCC1 | -29% | -4% | 0%
Cc1ccc2[nH]c(=O)c(CN(C)C(=O)c3ccccn3)cc2c1 | -11% | -2% | -29%
O=C(CCNS(=O)(=O)c1cccc2nsnc12)NCc1ccco1 | 20% | -6% | -4%
S=C(NC1CCCCC1)NC1CC2CCC(C1)N2Cc1ccccc1 (centres undefined) | ? | -4% | 18µM*
Cc1nn(C)c(Cl)c1C(=O)NCC(=O)O | 42%[activator] | 2% | -8%
CCOC(=O)[C@]12CCCC=C1N(CCc1ccc(OC)c(OC)c1)C(=O)[C@H](CC(=O)NCCCN1CCCC1=O)C2 | 8% | / | 1%
CS(=O)(=O)N1CCC(Oc2ccccc2C(=O)N2CCCCC2CO)CC1 (centres undefined) | 5% | -6% | 3%
Cc1nn(-c2ccccc2)c2sc(C(=O)N3CCCCC3)cc12 | ? | / | ?
Cc1cc(NC(c2cccnc2)c2ccc3cccnc3c2O)no1 (centres undefined) | 3.3µM* | -6% | 3.7µM*

(listing goes on)
SMILES | TDP1 cell CPT | GCN5L2 inh | DT40 TDP1 no CPT
COCCCN1C(=O)C(CC(=O)NCc2ccco2)CC(C(=O)N2CCOCC2)=C1C (centres undefined) | -2% | / | 1%
O=C(CCCCCN1C(=O)c2ccccc2C1=O)Nc1ccc2c(c1)OCCO2 | -7% | -11% | ?
COc1ccccc1CN1CCNC(=O)C1CC(=O)N(C)C1CCOCC1 (centres undefined) | 3% | / | 0%
COc1cc(NC(=O)CN2CCCCC2C)c(C)cc1[N+](=O)[O-] (centres undefined) | 3% | -4% | -8%
COc1ccc(C/C(O)=C(\C#N)c2nc3ccccc3s2)cc1 | ? | 1% | ?
Cc1cccc(OCC(=O)Nc2ccc(S(=O)(=O)N3CCCC3)cc2)c1 | ? | -7% | ?
CCCn1c(N)c(C(=O)CSc2nc3ncc(Cl)cc3[nH]2)c(=O)n(C)c1=O | -21% | -6% | 21%
CCCCn1c(N)c(N(CC)C(=O)c2cccc(OC)c2)c(=O)[nH]c1=O | 8% | -3% | -3%
CCOc1ccc(-c2cc(NC(=O)Nc3cccc(C(C)=O)c3)c(C(=O)OC)s2)cc1 | 23µM* | -7% | -10%
CCOc1ccc(S(=O)(=O)NCCC(=O)NCCOc2ccccc2OC)cc1 | ? | -10% | ?
O=C(NCC(=O)N1CCC(Cc2ccccc2)CC1)c1ccc(Cl)cc1 | 16µM* | -27% | ?
Cn1cc([N+](=O)[O-])c(C(=O)Nc2ccc3nc(-c4ccccc4)[nH]c3c2)n1 | ? | -2% | 18µM*
Nn1c(SCC(=O)NC2CCCCC2)nnc1-c1ccccc1 | -7% | 1% | -25%
O=C(O)c1ccc(/C=N/Nc2ccc(F)cc2F)cc1 | 14% | -2% | 2%
Cc1ccc(-c2c3c(=O)n(C)c(=O)n(C)c3cn2Cc2cccnc2)cc1 | -17% | -2% | -18%
Cc1ccccc1-c1nc(NC(C)C)nc2ccsc12 | ? | / | ?
COCCn1c(C)cc(O)c(C(c2ccccc2OC)N2CCCCC2)c1=O (centres undefined) | -1% | -7% | 5%
CCCCCCCCN1CC(Cc2cc3ccccc3c3ccccc23)N(c2ccccc2)c2ccccc2C1=O (centres undefined) | ? | / | ?
CC(NC(=O)C(=O)Nc1nccs1)c1ccccc1 (centres undefined) | 4% | 0% | -1%
COc1ccc(CCNC(=O)Cn2cnc3scc(-c4ccccc4)c3c2=O)cc1OC | -27% | -5% | ?
COc1ccc2[nH]c(=O)c3c(c2c1)OC(C)(C)C=C3 | 15µM* | 1% | 15µM*
O=C1c2cccc3cccc(c23)C(=O)N1CCCCCc1n[nH]c(=S)o1 | 4% | -15% | -13%
COc1ccc(CNc2ncnc3ccc(-c4cccc(NS(C)(=O)=O)c4)cc23)c(OC)c1 | 18µM* | -14% | 15µM*
O=C(NCc1ccncc1)Nc1ccc2c(c1)OCO2 | 14% | -3% | -13%
CC(=O)Nc1ccc(S(=O)(=O)N(CC(=O)Nc2cc(C)on2)Cc2ccc(F)cc2)cc1 | ? | -2% | ?

Among those listed so far, these contain a furan ring, fused or not:
SMILES | TDP1 cell CPT | GCN5L2 inh | DT40 TDP1 no CPT
O=S(=O)(NCc1ccco1)N1CCCCCC1 | 5% | -4% | -2%
CCc1ccccc1NC(=O)CSc1nc2c(oc3ccccc32)c(=O)n1-c1ccccc1 | 23µM* | -2% | 18µM*
O=C(COC(=O)c1ccco1)NC1CCCC1 | -29% | -4% | 0%
O=C(CCNS(=O)(=O)c1cccc2nsnc12)NCc1ccco1 | 20% | -6% | -4%
COCCCN1C(=O)C(CC(=O)NCc2ccco2)CC(C(=O)N2CCOCC2)=C1C (centres undefined) | -2% | / | 1%

The list goes on:
SMILES | TDP1 cell CPT | GCN5L2 inh | DT40 TDP1 no CPT
CC(=O)C1=C(O)C(=O)N(c2nccs2)C1c1ccccc1 (centres undefined) | -24% | -6%[0.501 µM] | -25%
Cc1ccc(NC(=S)Nc2ccccn2)c(C)c1 | 3.7µM* | 0% | 5.2µM*
COc1ccccc1C(=O)Nc1c(C(=O)NC(C)(C)C)oc2ccccc12 | ? | -11% | 23µM*
CC(NS(=O)(=O)c1ccc2c(c1)OCCCO2)C(=O)O (centres undefined) | -18% | 21% | -5%
Cn1cccc1CC(=O)N/N=C\c1c2ccccc2cc2ccccc12 | ? | -4% | ?
O=C(Nc1ccc(S(=O)(=O)N2CCOCC2)cc1)c1ccco1 | -1% | 3% | ?
O=C(NN=C1CCCCCCCCCCC1)c1cccnc1 | 1% | -12% | 18%
O=C(c1cc(-c2cccnc2)nc2ccccc12)N1CCCc2ccccc21 | ? | 3% | ?
CCC(CO)N=CC1=C(O)CC(C)(C)CC1=O (centres undefined) | 1% | 10% | -5%
Cn1cccc1/C=C1\CCc2ccccc2C1=O | ? | -6% | ?
O=C1C(=O)N(CCN2CCOCC2)C(c2ccccc2F)/C1=C(\O)c1ccc(S(=O)(=O)N2CCOCC2)cc1 (centres undefined) | 8% | -7% | -18%
O=C(O)c1cc2c(cc1NC(=O)C1CCCC1)OCCO2 | 2% | ? | -10%
COc1ccccc1NC(=O)CCCCCN1C(=O)c2cccc([N+](=O)[O-])c2C1=O | -13% | -3% | ?
Cc1cccc(NC(=S)NNC(=O)c2csc(C)c2)c1 | -6% | -3% | ?
FC(F)(F)c1ccc(-c2cccc3c2C2CC3CCN2Cc2ccc3c(c2)OCO3)cc1 (centres undefined) | ? | / | 16µM*
O=C(NN=Cc1ccc2c(c1)OCO2)c1ccccc1 | -22% | / | -22%
Cc1ccc(S(=O)(=O)Nc2cc(C)nn2-c2ccccc2)cc1 | 0% | -2% | -19%
O=C(Nc1ccccc1)N1CC2(CCN(S(=O)(=O)c3ccccc3)CC2)C1 | -4% | -2% | -15%
CCN1C(N(C)C)=NC[C@@H]1Cc1ccccc1 | 0% | -2% | -12%
